697 NFkB inh – lowers PMA/ionomycin-induced NF-kB signal in 697 B cells | inhibition, % at 4 µM | AID 435022 | 697 B-cell NF-kB luciferase reporter, 16 h | 0.33% of 330,000 active; in the data active = inhibition above about 35%
EBI2 block – antagonists of human EBI2 receptor | P32249 | 0.81% of 360,000 active | AID 651636 | EBI2 beta-arrestin recruitment, luminescence, 7a,25-OHC stimulated | inhibition, % at 5 µM; in the data active = inhibition above about 38%;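 note: enzyme fragment complementation signal reports receptor beta-arrestin coupling in cells; 0% = agonist plus DMSO wells and 100% = wells without agonist; some results beyond the cut were filed as inactive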
Target sequence (P32249 whole entry, looked up, the tested form may be a part): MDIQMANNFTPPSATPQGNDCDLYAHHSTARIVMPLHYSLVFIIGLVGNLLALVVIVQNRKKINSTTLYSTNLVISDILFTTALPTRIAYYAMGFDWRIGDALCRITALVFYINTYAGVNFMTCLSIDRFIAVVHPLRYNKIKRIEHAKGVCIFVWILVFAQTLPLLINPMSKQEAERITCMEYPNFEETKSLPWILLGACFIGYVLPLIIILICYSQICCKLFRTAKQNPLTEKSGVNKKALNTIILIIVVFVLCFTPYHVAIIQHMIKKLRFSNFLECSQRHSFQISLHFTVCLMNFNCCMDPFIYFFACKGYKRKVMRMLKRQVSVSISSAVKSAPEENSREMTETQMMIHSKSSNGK
UBC13 polyUb – blocks human UBC13 polyubiquitin chain formation; P61088; TR-FRET; inhibition, % at 20 µM; 0.47% of 330,000 active; in the data active = inhibition above about 45%, passing the limit was not always enough
APJ antag – antagonists of human APJ apelin receptor. P35414. CHO-K1 APJ beta-arrestin complementation, luminescence. inhibition, % at 20 µM. 0.32% of 330,000 active. AID 2521;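 active = inhibition above about 40% at 20 µM, limit read from the data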;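 note: cells challenged with 10 nM apelin-13 agonist together with compound; plate controls were apelin-13 plus DMSO wells for no effect and DMSO wells lacking apelin-13 for full effect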
Target sequence (P35414 whole entry, looked up): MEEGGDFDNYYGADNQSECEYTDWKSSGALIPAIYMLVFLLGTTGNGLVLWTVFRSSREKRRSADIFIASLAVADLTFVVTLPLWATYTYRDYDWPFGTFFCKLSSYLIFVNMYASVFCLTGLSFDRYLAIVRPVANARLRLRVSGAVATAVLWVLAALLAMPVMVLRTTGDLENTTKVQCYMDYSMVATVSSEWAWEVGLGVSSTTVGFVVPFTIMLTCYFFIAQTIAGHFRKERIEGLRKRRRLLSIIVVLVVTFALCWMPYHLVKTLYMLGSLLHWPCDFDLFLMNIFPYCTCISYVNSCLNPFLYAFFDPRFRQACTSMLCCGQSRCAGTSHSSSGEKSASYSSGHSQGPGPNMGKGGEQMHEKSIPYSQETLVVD
Jurkat NFkB inh – lowers PMA/ionomycin-induced NF-kB signal in Jurkat cells. PMA/ionomycin-induced NF-kB luciferase reporter, luminescence. inhibition, % at 4 µM. 0.53% of 330,000 active. AID 435003; in the data active = inhibition above about 50%
CCR6 antagonist – CCR6 (human) receptor antagonism | P51684 | CHO-K1 CCR6 PathHunter beta-arrestin, luminescence, CCL20-stimulated | inhibition, % at 20 µM | 0.49% of 340,000 active | AID 493098;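 active = compounds whose inhibition of the agonist-driven luminescence signal at 20 µM reaches about 50%, limit read from the data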;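 note: cells stimulated with CCL20 at 14 nM final; plate controls were DMSO with CCL20 for no effect and DMSO without agonist for full effect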
Gli-Sufu block – blocks Gli-Sufu signaling in a luciferase reporter | 0.74% of 340,000 active | AID 588413 | inhibition, % at 5 µM | Sufu-KO-LIGHT fibroblasts, Gli luciferase reporter luminescence;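 active = inhibition above about 55%, limit read from the data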;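 note: 0% = DMSO-treated cells and 100% = wells with medium but no cells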
CXCR6 block – CXCR6 (human) receptor inhibition; inhibition, % at 20 µM; CHO-K1 PathHunter CXCR6 beta-arrestin, luminescence; 0.36% of 360,000 active; AID 602244; in the data active = inhibition above about 34%, passing the limit was not always enough;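 note: antagonist mode with CXCL16 agonist at 10 nM final; 0% = 10 nM CXCL16 with DMSO and 100% = unstimulated wells without agonist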
Target sequence (O00574 whole entry, looked up): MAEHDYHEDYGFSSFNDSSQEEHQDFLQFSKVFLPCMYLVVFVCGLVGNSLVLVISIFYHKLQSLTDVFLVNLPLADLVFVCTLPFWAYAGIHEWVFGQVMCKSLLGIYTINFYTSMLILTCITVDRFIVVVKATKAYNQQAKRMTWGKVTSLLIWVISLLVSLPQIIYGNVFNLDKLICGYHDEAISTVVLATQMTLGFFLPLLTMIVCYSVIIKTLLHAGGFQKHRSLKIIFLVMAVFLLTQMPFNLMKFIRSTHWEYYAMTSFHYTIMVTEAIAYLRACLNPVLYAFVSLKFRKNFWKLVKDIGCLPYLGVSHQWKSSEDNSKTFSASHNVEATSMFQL
* hit, by the source's call; nt = no result given.

SMILES	697 NFkB inh	EBI2 block	UBC13 polyUb	APJ antag	Jurkat NFkB inh	CCR6 antagonist	Gli-Sufu block	CXCR6 block
Cc1[nH]c(C)c(S(=O)(=O)N2CCN(c3ccc(Cl)cc3)CC2)c1C(=O)N1CCCC1	-8	-8	1	14	0	6	19	-2
Cc1ccc2nc(NC(=S)NC(=O)c3cccs3)sc2c1	-191	6	-6	-11	-42	19	16	8
OCCN(CC#CC(O)(c1ccccc1)c1ccccc1)CCO	7	4	1	4	0	14	1	2
COc1ccc(CS(=O)c2nc(C)cc(C)c2S(C)(=O)=O)cc1 (stereo unspecified)	24	5	7	-7	-16	14	19	-4
COc1ccc(NC(=O)OCCN2CCN(Cc3ccccc3)CCC2=O)cc1	-10	-8	-4	7	-4	-2	-5	2
CN(C)CCn1c(=O)n(Cc2ccccc2)c(=O)c2c3c(sc21)CCCCC3	-6	-1	12	6	1	17	18	7
COc1ccc(C2C(C(C)=O)=C(C)Nc3ncnn32)c(OC)c1OC (stereo unspecified)	15	0	2	11	7	4	nt	9
Cc1cnc(C(=O)Nc2nnc(C3CC3)s2)cn1	-13	1	-3	18	0	9	-18	2
Cc1cc(=O)[nH]c(SCC(=O)N2CCCc3ccccc32)n1	3	-15	-1	17	0	2	1	-12
Cc1nnc(Cn2cnc3c2c(=O)n(C)c(=O)n3C)o1	5	-16	4	8	4	11	22	-1
O=C(CSCCO)Nc1cc(C(F)(F)F)ccc1Cl	8	0	17	-1	0	4	3	0
O=C1NC2(CCCc3ccccc32)C(=O)N1CCOc1ccc(Br)cc1 (stereo unspecified)	-9	4	2	4	13	0	8	-5
CCC(=O)N(CCC1(C(C)C)CCOC(C)(C)C1)Cc1ccco1 (stereo unspecified)	12	8	-12	7	8	-11	3	2
O=C(COc1ccc2ccc(=O)oc2c1)NC1CCCC1	12	9	0	9	-6	-5	nt	0
COc1ccc(-c2noc(-c3ccco3)n2)cc1OC	-150	2	5	11	-120	3	-108	-1
CC(C)(C)NC(=S)NCc1ccc2c(c1)OCO2	-4	-6	-11	-11	11	11	-14	8
COc1ccccc1N1C(=O)CC(N2CCN(c3ccc(F)cc3)CC2)C1=O (stereo unspecified)	-8	-8	-14	13	1	1	-10	6
Cc1cc(C)n2nc(SCc3nnc(SCc4ccccc4)s3)nc2n1	-34	5	3	20	-17	7	9	-4
Cc1ccc(C(=O)O/N=C/c2ccc(N(C)C)cc2)cc1	3	16	-4	-9	-9	-1	-1	-7
Cc1c(NC(=S)NC(=O)C(C)(C)C)c(=O)n(-c2ccccc2)n1C	-3	-14	3	11	-6	-1	-7	0
CCCCC(=O)Nc1nnc(-c2ccc(OC)cc2)s1	-2	-9	11	14	-40	-4	20	-12
CCOc1ccccc1C(=O)Nc1nnc(CC)s1	-14	-5	2	15	-17	-2	-4	-2
COCC(=O)OCc1cc2cccc(C)c2[nH]c1=O	10	-3	19	-1	-9	-3	11	-1
O=C(CCS(=O)(=O)c1ccc(Br)s1)N1CCc2ccccc21	4	-6	0	4	9	5	-4	0
Cc1ccc(SCC2CNc3nc4ccccc4c(=O)n32)c(C)c1 (stereo unspecified)	-24	-12	-3	-18	-16	-18	-7	-9
CC(NC(=O)c1ccco1)c1ccc2c(c1)OCO2 (stereo unspecified)	15	5	2	-15	-2	12	-7	0
Cc1cccc(NC(=O)c2cccc(NC3=NC4CS(=O)(=O)CC4S3)c2)c1 (stereo unspecified)	-1	-12	5	10	11	4	-1	-3
CCOC(=O)N1CCN(C(=O)Cn2nc(C)n3nc(-c4ccccc4)cc3c2=O)CC1	-58	-6	-8	-36	5	12	nt	6
C1CCN=C(Nc2nn[nH]n2)CC1	7	-1	10	-5	-13	-6	3	2
CSc1ncccc1C(=O)OCC(=O)N1CCN(C(=O)c2ccco2)CC1	3	-17	-8	-2	18	4	-3	-1
CCOC(=O)C1(Cc2cccc(OC)c2)CCCN(Cc2c(C)nn(C(C)C)c2C)C1 (stereo unspecified)	12	2	19	16	-1	8	7	4
CC(C(=O)O)C(=O)O	4	2	-1	1	0	2	0	3
O=C(Nc1nc2cc3c(cc2s1)OCCO3)c1cccc(N2C(=O)CCC2=O)c1	-40	1	10	8	-2	14	-48	-12
COc1cc(C(=O)NCCC2=CCCCC2)ccc1OCc1c(C)noc1C	7	1	10	-1	5	17	-1	-5
CCN(C(=O)CN1C(=O)COc2ccc(S(=O)(=O)N3CCCCCC3)cc21)c1cccc(C)c1	-23	20	3	21	-19	24	4	23
O=C(NCc1ccccc1)C(c1cccnc1)N(Cc1ccco1)C(=O)c1ccccn1 (stereo unspecified)	-2	3	0	-8	3	2	4	-4
CCCOC(=O)Nc1ccc(S(=O)(=O)Nc2ncccn2)cc1	0	-7	-19	-21	2	6	4	-4
O=C(CSc1nc2ncc(Cl)cc2[nH]1)Nc1cccc(F)c1	-20	-3	8	16	14	-16	3	-8
CC(C)Oc1ccc(C(=O)Nc2nc3ccccc3[nH]2)cc1	-158	11	10	-6	-34	29	-4	-8
COc1ccc(NS(=O)(=O)c2cc(NC(=O)c3cccnc3Cl)ccc2N2CCCC2)cc1	3	0	11	-22	1	13	-1	-4
CC(=O)N1CCN(C(=O)Nc2cccc(C(F)(F)F)c2)CC1	8	-3	6	9	3	-10	1	4
COc1ccc([N+](=O)[O-])cc1NC(=O)CCNC(=O)Cn1ccc2ccccc2c1=O	-7	-4	0	-4	6	3	4	-2
Cc1ccc(S(=O)(=O)N2C[C@@H]3[C@H]4CC[C@H](C4)[C@@H]3[C@@H](C)[C@@H]2c2ccco2)cc1	12	13	nt	nt	nt	14	5	2
Cc1ccc(NC(=O)N2CCc3ccccc32)cc1C	-406	0	-1	-5	-180	11	-150	3
O=C(O)CCCC(=O)NCCc1cccc(Cl)c1	3	-10	9	-6	-6	12	3	-7
COc1ccc([C@H]2CC(=O)C=C(c3ccc(C)c([N+](=O)[O-])c3)C2)cc1	-24	41	-19	-4	7	13	-20	-2
COc1cc(C(=O)N2CCC(N3CCCCCC3)CC2)cc(OC)c1OC	1	9	-9	-31	-2	19	1	1
CCCCOc1ccc(CSc2ncn[nH]2)cc1	-59	-15	5	7	-46	-8	-40	-6
COc1ccc(C2(C(N)=O)CCCCC2)cc1OC	12	-5	2	7	23	-22	-6	-7
Cc1cccc(NC(=O)CS(=O)(=O)c2cn(C)c3ccccc23)c1C	1	9	-10	-26	-6	10	2	-1

Remaining list, next part
SMILES	697 NFkB inh	EBI2 block	UBC13 polyUb	APJ antag	Jurkat NFkB inh	CCR6 antagonist	Gli-Sufu block	CXCR6 block
Nc1ncccc1OCc1ccc(Br)cc1	-75	-4	-6	2	-89	-10	-67	-1
CC(C)n1nnnc1-c1ccc(Cl)cc1	-3	0	-2	-18	-13	8	-2	7
O=C(NNC(=O)c1sc2cccc(Cl)c2c1Cl)NC1CCCCC1	-26	2	-4	13	-7	20	-19	3
COC(=O)[C@H](CCSC)NC(=O)Cn1ccc(NC(=O)OCc2ccccc2)nc1=O	3	-4	-7	-11	-3	15	-5	-5
O=C(/C=C\c1ccc2c(c1)OCO2)Nc1nnc(SCC(=O)OCc2ccccc2)s1	16	nt	3	-5	2	nt	nt	nt
Cc1ccc(N2C(=O)c3ccccc3C2Nc2cccnc2)nc1 (stereo unspecified)	-27	-5	-15	-13	-9	12	-2	-1
O=C(c1ccc(Cl)cc1)C1CCN(C(=O)NC2CCCCC2)CC1	-12	22	-5	7	-2	-8	3	3
C=C(C)COc1ccc2c(c1)CCC1C2CCC2(C)C(=O)C(=NO)CC12 (stereo unspecified)	nt	14	nt	nt	nt	-4	6	3
CN(C)CCCNc1ncnc2oc(-c3ccccc3)c(-c3ccccc3)c12	14	6	9	24	38	27	2	3
CSc1nc(N)nc(C2CC2)n1	7	-4	-1	10	12	0	-12	1

Record cards, as listed above. Order of screens: 697 NFkB inh	EBI2 block	UBC13 polyUb	APJ antag	Jurkat NFkB inh	CCR6 antagonist	Gli-Sufu block	CXCR6 block
Listed for CSc1nc(N)nc(C2CC2)n1 : 7	-4	-1	10	12	0	-12	1
Listed for C=C(C)COc1ccc2c(c1)CCC1C2CCC2(C)C(=O)C(=NO)CC12 (stereo unspecified) : nt	14	nt	nt	nt	-4	6	3
Listed for Nc1ncccc1OCc1ccc(Br)cc1 : -75	-4	-6	2	-89	-10	-67	-1
Listed for O=C(c1ccc(Cl)cc1)C1CCN(C(=O)NC2CCCCC2)CC1 : -12	22	-5	7	-2	-8	3	3
Listed for CN(C)CCCNc1ncnc2oc(-c3ccccc3)c(-c3ccccc3)c12 : 14	6	9	24	38	27	2	3

The results go on.
SMILES	697 NFkB inh	EBI2 block	UBC13 polyUb	APJ antag	Jurkat NFkB inh	CCR6 antagonist	Gli-Sufu block	CXCR6 block
C=CCn1c(SCC(=O)Nc2ccccc2OC)nnc1-c1ccccn1	-7	7	-8	12	16	1	4	4
Cc1nn(CC#N)c(=O)n1-c1ccccc1F	-15	-6	-15	8	-5	4	4	2
Cc1cc(C)c2c(N)c(C(=O)c3ccc(Cl)c(Cl)c3)sc2n1	-14	10	-11	13	-17	6	-35	2
CCOc1ccccc1C(=O)NCC(=O)NCCCc1ccccc1	12	7	14	4	-1	-3	6	7
CC1CC(C)(C)NC(=S)N1CCCC(=O)Nc1ccc(Br)cc1 (stereo unspecified)	-6	-7	-11	21	7	15	9	-2
O=C(Nc1ccc(Oc2ccccc2)nc1)C1CCN(Cc2ccco2)CC1	15	3	9	-9	1	18	9	-5
COc1ccccc1NC(=O)COC(=O)c1ccc([N+](=O)[O-])s1	33	-3	0	-30	-5	6	-6	-5
C/C(=N\OCC(=O)Nn1c(C)nc2ccccc2c1=O)c1cccs1	0	5	-10	13	-3	-2	1	-6
O=C(COc1ccc(F)cc1)Nc1nnc(C2CCCCC2)s1	2	0	10	6	0	2	17	2
COc1ccccc1CN1CC(C(=O)NC2CCOCC2)CCC1=O (stereo unspecified)	9	4	-5	0	-15	3	-7	1
CN(C)c1ccc(/C=N/NC2=NS(=O)(=O)c3ccccc32)cc1	-1	13	-11	9	-14	18	-20	5
CC(=O)c1c(C)[nH]c(C(=O)OCC(=O)Nc2sc3c(c2C#N)CCC(C)C3)c1C (stereo unspecified)	-18	-12	-7	-1	6	3	23	-11
CCCn1c(=S)[nH]c2cc(C(=O)N3CCc4ccccc43)ccc2c1=O	-11	-1	-4	15	1	21	9	2
CCN(CC)S(=O)(=O)c1ccc(C(=O)NCc2n[nH]c(=S)n2-c2ccccc2OC)cc1	-22	-5	-10	12	-26	-8	-10	-2
COc1ccc(-c2nc(NC(=O)c3ccc(OCC(=O)N4CCOCC4)c(OC)c3)sc2C)cc1	2	-2	-1	-32	13	8	4	4
CN(C(=O)COC(=O)C(C)(C)Oc1ccc(Cl)cc1)c1c(N)n(Cc2ccccc2)c(=O)[nH]c1=O	2	-9	1	-2	-11	5	-12	8
CC1CCC(C(=O)NC(C(=O)Nc2ccccn2)C(C)C)CC1 (stereo unspecified)	14	-7	6	19	4	10	21	-2
O=C(Nc1nc2ccc(S(=O)(=O)N3CCCCC3)cc2s1)c1cccnc1	-1	1	12	5	-6	-6	4	-5
CC(C)c1ccc(NC2CCCN(C(=O)CCc3cnn(C)c3)C2)cc1 (stereo unspecified)	17	1	0	9	2	-3	0	-7
COc1ccc(C)cc1-n1nnnc1SC/C(O)=C(\C#N)c1nc2ccccc2[nH]1	4	-15	-28	10	-1	18	8	-2

Three successive entries already listed, quoted:
SMILES	697 NFkB inh	EBI2 block	UBC13 polyUb	APJ antag	Jurkat NFkB inh	CCR6 antagonist	Gli-Sufu block	CXCR6 block
O=C(Nc1nc2ccc(S(=O)(=O)N3CCCCC3)cc2s1)c1cccnc1	-1	1	12	5	-6	-6	4	-5
CC(C)c1ccc(NC2CCCN(C(=O)CCc3cnn(C)c3)C2)cc1 (stereo unspecified)	17	1	0	9	2	-3	0	-7
COc1ccc(C)cc1-n1nnnc1SC/C(O)=C(\C#N)c1nc2ccccc2[nH]1	4	-15	-28	10	-1	18	8	-2

Next part.
SMILES	697 NFkB inh	EBI2 block	UBC13 polyUb	APJ antag	Jurkat NFkB inh	CCR6 antagonist	Gli-Sufu block	CXCR6 block
Cc1cc(C)c(C#N)c(SCC(=O)N2CCN(Cc3ccccc3)CC2)n1	19	5	4	15	23	-4	9	3
CC1CCCCC1NC(=O)CN1CCN(Cc2ccccc2Cl)C1=O (stereo unspecified)	15	-3	2	-4	-6	1	-10	3
CCCCCN(C(=O)CCC(=O)OCC(=O)NC1CCC(C)CC1)c1c(N)n(CCCC)c(=O)[nH]c1=O (stereo unspecified)	-18	-5	-7	1	-6	9	-8	0
CC(C)CN1CCN(Cc2ccc(C#CC(C)(C)O)cc2)CC1CCO (stereo unspecified)	15	-4	5	2	-16	8	9	2
